Screening results deposited in PubChem BioAssay by Sanford-Burnham Center for Chemical Genomics.
Apaf-1 inh: inhibitors of human Apaf-1 apoptosome, primary screen, biochemical, DEVD-Rh110 fluorescence, uHTS | Apoptotic protease-activating factor 1 (Homo sapiens), O14727 | reconstituted apoptosome caspase-3 activity | inhibition, % at 20 µM | hit rate 0.71% among 330,000 | AID 489030, 2010; active = inhibition of at least 40% at 20 µM;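 note: plate controls were DMSO wells for no effect and DEVD-CHO caspase inhibitor wells for full effect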
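Medium: Hepes buffer, pH 7.5 / System: biochemical Apaf-1 apoptosome reconstitution / Measured by: Rh110 fluorescence, excitation 480 nm, emission 540 nm / Times: compound with Apaf-1, dATP, procaspase-3 30 min, then 50 min reaction, room temperature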
697 NFkB inh: inhibitors of PMA/ionomycin-induced NF-kB reporter, 697 cells, primary screen, B-cell NF-kB inhibitor project, cell-based, luminescence, uHTS. 697 B-cell NF-kB luciferase reporter, 16 h. inhibition, % at 4 µM. hit rate 0.33% among 330,000. AID 435022, 2010; in the data active = inhibition above about 35%
Jurkat NFkB inh: inhibitors of induced NF-kB luciferase reporter, primary screen, TCR NF-kB activation inhibitor project, cell-based, luminescence, uHTS | Jurkat, PMA/ionomycin-induced NF-kB luciferase reporter | inhibition, % at 4 µM | hit rate 0.53% among 330,000 | AID 435003, 2010
SENP8 inh: SENP8 protease inhibitors, primary screen, biochemical, luminescence | Sentrin-specific protease 8 (Homo sapiens), Q96LD8 | purified SENP8, Z-RLRGG-aminoluciferin cleavage | inhibition, % at 10 µM | AID 2540, 2010 | hit rate 1.2% among 330,000
Target sequence (Q96LD8 whole entry, looked up): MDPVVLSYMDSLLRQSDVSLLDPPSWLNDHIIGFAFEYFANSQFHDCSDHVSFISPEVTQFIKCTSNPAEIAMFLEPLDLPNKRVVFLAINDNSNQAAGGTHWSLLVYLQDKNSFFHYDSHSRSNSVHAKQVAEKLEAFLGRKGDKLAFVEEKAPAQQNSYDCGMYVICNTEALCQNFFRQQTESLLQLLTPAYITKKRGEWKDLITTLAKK
SENP7 block: SENP7 protease inhibitors, primary screen, biochemical, luminescence, uHTS | hit rate 1.5% among 330,000 | inhibition, % at 5 µM | recombinant SENP7, Z-RLRGG-aminoluciferin luminescence, 40 min | Sentrin-specific protease 7 (Homo sapiens), Q9BQF6 | AID 434973, 2010;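 active = inhibition above about 50% at the single test dose, limit read from the data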;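 note: plate controls were DMSO with enzyme for no effect and no enzyme buffer wells for full effect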
Target sequence (Q9BQF6 706-1050 limits assumed): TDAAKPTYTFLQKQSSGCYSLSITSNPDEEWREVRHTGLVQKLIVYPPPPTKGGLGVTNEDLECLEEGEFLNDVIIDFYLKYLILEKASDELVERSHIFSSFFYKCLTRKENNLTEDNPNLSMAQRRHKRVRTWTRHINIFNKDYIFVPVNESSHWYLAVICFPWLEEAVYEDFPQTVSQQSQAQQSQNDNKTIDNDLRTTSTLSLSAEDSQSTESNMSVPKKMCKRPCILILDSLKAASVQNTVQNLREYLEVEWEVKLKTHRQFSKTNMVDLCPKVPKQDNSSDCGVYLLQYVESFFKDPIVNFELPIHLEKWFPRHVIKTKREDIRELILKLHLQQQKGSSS
Gli-Sufu block: Gli-Sufu pathway antagonists, primary screen, luciferase luminescence, Sufu-KO-LIGHT cells, uHTS. Sufu-KO-LIGHT fibroblasts, Gli luciferase reporter luminescence. inhibition, % at 5 µM. hit rate 0.74% among 340,000. AID 588413, 2011;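 active = inhibition above about 55%, limit read from the data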;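 note: 0% = DMSO-treated cells and 100% = wells with medium but no cells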
UBC13 polyUb: UBC13 polyubiquitin chain formation inhibitors, primary screen, biochemical, TR-FRET, uHTS. Ubiquitin-conjugating enzyme E2 N (Homo sapiens), P61088. inhibition, % at 20 µM. hit rate 0.47% among 330,000; in the data active = inhibition above about 45%, passing the limit was not always enough
Target sequence (P61088 whole entry, looked up): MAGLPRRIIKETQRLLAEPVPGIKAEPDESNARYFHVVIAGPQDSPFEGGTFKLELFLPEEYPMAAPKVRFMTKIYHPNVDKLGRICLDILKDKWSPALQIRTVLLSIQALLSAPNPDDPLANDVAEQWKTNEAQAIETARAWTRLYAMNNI
HKDC1 inh: HKDC1 hexokinase inhibitors, primary screen, biochemical, fluorescence, uHTS. hit rate 0.16% among 340,000. recombinant HKDC1, G6PDH/diaphorase resazurin coupled fluorescence. inhibition, % at 20 µM;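 active = inhibition above about 35% when tested at 20 µM, limit read from the data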;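 note: plate controls were DMSO wells with enzyme for no effect and DMSO wells lacking enzyme for full effect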
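Test system: recombinant HKDC1 (HK5) hexokinase enzyme, produced in-house / Doses: 20 µM test compound, 1% DMSO / Timing: 90 min, room temperature / Detection: G6PDH/diaphorase-coupled fluorescence, 1 mM NADP, 100 µM resazurin, 525/613 nm / Control set: DMSO wells with and without enzyme mix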
An asterisk follows results filed as active; . = not tested or not shown. Cut-off read from the data, not from the text of the source, unless noted: active = inhibition above about 50%; inactive = the rest. Outcome played no part in choosing rows. About 3.6% of those tested had a hit in this group.

structure	Apaf-1 inh	697 NFkB inh	Jurkat NFkB inh	SENP8 inh	SENP7 block	Gli-Sufu block	UBC13 polyUb	HKDC1 inh
Nc1ncnc2c1ncn2[C@@H]1O[C@H](COS(=O)(=O)O)[C@@H](O)[C@H]1O	-8.6	14.0	-1.0	-1.0	8.6	18.9	6.8	-5.4
COc1ccc(CNC(=O)c2cc(-c3cc(C)ccc3O)n[nH]2)cc1	2.8	27.0	14.2	-5.8	0.7	0.6	9.1	-1.8
COc1cccc(/C=N/n2c(CO)nc3ccccc32)c1OC	5.0	-15.9	-0.2	-6.7	-4.4	5.4	-9.2	8.4
O=C(COC(=O)c1cnccn1)c1ccc([N+](=O)[O-])cc1	-7.6	17.3	-7.2	6.7	-0.5	11.3	-4.2	-4.2
C/C=C/C=C/C(=O)O	-7.8	15.8	2.9	-8.1	-4.5	-6.5	-11.0	-6.5
Cn1nc(C(=O)OCC(=O)Nc2ccccc2OC(F)F)c2ccccc2c1=O	9.0	-9.4	-3.8	-9.6	-5.9	-5.7	8.9	-5.3
O=C(COC(=O)/C=C/c1ccc(F)cc1)NCc1cccs1	-5.6	-1.1	-14.2	7.6	-2.0	-2.6	1.3	-4.4
CCOc1ccc(CCNC(=O)c2[nH]c(C)c(C(C)=O)c2C)cc1OCC	-12.1	-17.6	-0.6	-2.9	-6.3	26.6	-3.1	-6.6
COc1cc2c3c([nH]c2cc1F)C(=O)NCC3	-6.7	14.7	4.4	-1.5	-0.5	-28.8	12.2	-0.2
COc1ccc(Cl)cc1NC(=O)CSc1nnc(CN2CCOCC2)n1-c1ccc(Cl)cc1	8.6	15.1	3.4	-6.1	5.7	-0.7	26.1	-10.4
O=C(COC(=O)/C=C/c1cccc(Cl)c1)Nc1c(F)cccc1F	-2.7	8.3	4.1	-4.9	11.7	-1.5	-5.3	-1.5
COc1ccc(CC(=O)N2CCC3(CC2)NCCc2[nH]cnc23)cc1	-4.1	0.4	3.6	-13.9	-9.3	-2.0	8.8	1.6
O=C(O)CC(C(=O)O)N1C(=O)/C(=C/c2ccc(-c3nc4ccccc4s3)o2)SC1=S (centres undefined)	37.9	1.6	-15.9	2.5	2.2	51.8	-13.2	24.0
Cc1ccc(-c2nsc3c(N4CCC(C(N)=O)CC4)ncnc23)cc1	15.4	77.6*	-91.5	-10.5	1.7	-0.6	10.8	-4.0
Cc1ccc(S(=O)(=O)N2CCCCC2)cc1C(=O)NCCN1CCOCC1	-0.3	0.2	0.8	6.2	-1.2	9.2	-2.0	-4.7
Cn1c(=O)c2c(nc3n2CC(O)CN3c2ccccc2)n(C)c1=O (centres undefined)	-10.9	4.6	7.2	-3.2	1.9	2.7	0.8	-6.3
Cc1ccc(CNS(=O)(=O)c2c(C)[nH]c(C)c2C(=O)N2CCCCC2)cc1	-13.9	-0.3	1.5	-7.9	3.1	-5.6	4.5	-4.9
COC(=O)[C@H](Cc1ccc(O)cc1)NC(=O)Cn1cnc(C(=O)Nc2ccc(C)c(C)c2)n1	4.8	8.8	.	.	-6.6	-4.2	.	-5.1
CN1CCN(S(=O)(=O)c2cccc(S(=O)(=O)c3cccc(S(=O)(=O)N4CCN(C)CC4)c3)c2)CC1	4.2	-21.6	0.9	-2.5	6.3	11.2	-6.3	-1.7
Cc1ccc(NC(=O)CSc2nc3c(c(=O)n(C)c(=O)n3C)n2C)cc1	-2.5	-4.7	-1.0	3.3	-7.8	33.0	1.8	0.0
O=C(NCc1ccc2c(c1)OCO2)C12CN(Cc3ccccc3)CC1C(c1cccc([N+](=O)[O-])c1)=NO2 (centres undefined)	16.0	1.0	8.3	3.1	-0.1	-19.2	-37.6	-0.7
CNc1nc(Cl)nc(NC(C)(C)C)n1	-2.0	7.2	-6.2	-1.4	5.3	1.6	0.0	2.8
O=C(CN1CCCC1)Nc1sc2c(c1C(=O)Nc1ccccc1)CCCC2	21.8	10.4	13.2	1.0	-1.3	2.6	5.0	-5.4
CCN(CC)CCOC(c1ccccc1)c1ccc(C)cc1 (centres undefined)	-0.6	2.0	0.9	0.5	2.3	12.6	1.7	-7.3
COc1cccc(-c2ccc(NC(=O)C3CCCN(CCCn4cccn4)C3)cc2)c1 (centres undefined)	26.6	-25.9	0.4	6.0	-4.2	24.7	7.7	5.2
C[C@H](CO)N1C[C@H](C)[C@@H](CN(C)C(=O)Nc2ccc(C(F)(F)F)cc2)Oc2c(NC(=O)c3ccncc3)cccc2C1=O	-2.1	14.6	-0.5	1.5	-2.4	-10.8	4.2	-3.4
CCCCCn1c(CNC(=O)CCC)nc2ccccc21	2.4	-11.9	0.5	-8.5	8.2	-3.3	0.9	-5.2
Cc1ccc(N(C)C2=NC(=O)CS2)cc1Cl	-1.3	15.1	16.6	-4.4	-3.0	-16.5	-1.8	-6.9
Cc1cccc(OCC(=O)Nc2cccc(O)c2)c1	17.5	-10.4	-67.0	-9.7	14.1	3.2	-9.6	-9.0
COCCC(=O)Nc1ccc2c(c1)CN(C(=O)CCOC)CC2	-12.8	4.3	4.7	-0.8	-6.4	-0.8	13.9	-9.5

A draw from above in order of length of the SMILES, falling.
structure	Apaf-1 inh	697 NFkB inh	Jurkat NFkB inh	SENP8 inh	SENP7 block	Gli-Sufu block	UBC13 polyUb	HKDC1 inh
Nc1ncnc2c1ncn2[C@@H]1O[C@H](COS(=O)(=O)O)[C@@H](O)[C@H]1O	-8.6	14.0	-1.0	-1.0	8.6	18.9	6.8	-5.4
O=C(COC(=O)/C=C/c1ccc(F)cc1)NCc1cccs1	-5.6	-1.1	-14.2	7.6	-2.0	-2.6	1.3	-4.4
COc1cc2c3c([nH]c2cc1F)C(=O)NCC3	-6.7	14.7	4.4	-1.5	-0.5	-28.8	12.2	-0.2

Next part:
Under each structure – Apaf-1 inh, 697 NFkB inh, Jurkat NFkB inh, SENP8 inh, SENP7 block, Gli-Sufu block, UBC13 polyUb, HKDC1 inh
- CC(=O)c1cccc(S(=O)(=O)Nc2c(C)nn(C)c2C)c1
 : -2.5, -3.5, -7.5, 3.1, 1.0, -20.7, -0.7, -0.9
- CC(C)(C)NC(=O)c1ccc(C(=O)NC(C)(C)C)cc1
 : 2.1, 2.5, 1.6, -5.4, -10.3, 3.3, -2.3, -3.4
- O=C(NCc1cccs1)C1CC(c2ccc(F)cc2)=NO1 (centres undefined)
 : -13.3, 6.5, -13.0, -2.1, -2.0, -11.5, 5.6, -3.8
- CC(C)CC(C(=O)Nc1oc(-c2ccco2)c(-c2ccco2)c1C#N)N1C(=O)c2ccccc2C1=O (centres undefined)
 : 20.3, -12.4, -2.3, 2.4, 6.7, -0.8, -9.5, 8.1
- CCCCOCCCNC(=O)CN1C(=O)c2ccccc2C1=O
 : -12.1, 15.0, -4.1, 4.3, 88.0*, 2.6, 5.9, -10.6
- CSc1ccccc1NC(=O)CSc1nnc(CNC(=O)c2ccccc2F)n1C
 : 2.2, 9.0, 2.9, 0.0, 1.3, 12.8, 1.6, -4.5
- S=C(NCCc1c[nH]c2ccccc12)NC1CCCC1
 : -3.6, -32.8, -15.6, -4.0, -3.9, 6.9, 3.0, 1.9
- Cc1ccc(NC(=O)C2CCC(N3C(=O)C4CCCCC4C3=O)CC2)cc1 (centres undefined)
 : 3.6, 10.6, -8.3, -1.2, 0.9, -37.8, 2.1, -3.2
- COc1ccc(NC(=O)CNc2cccc(C#N)c2)cc1Cl
 : 2.6, -16.3, -19.5, -9.6, 3.0, -8.8, -2.8, 2.3
- O=C1COc2ccc(C(=O)COc3ccc(Cl)cc3Br)cc2N1
 : 4.5, -1.7, 2.1, -3.8, 1.1, -6.8, 0.6, -0.1
- COC(=O)c1cccc(NC(=O)c2nn(C(C)C)c(=O)c3ccccc23)c1
 : 9.6, -7.7, 3.2, -1.9, -7.2, 6.4, 16.5, -5.6
- CC(=O)N1CCc2cc(S(=O)(=O)NC(C)c3ccccc3)ccc21 (centres undefined)
 : 7.2, -31.7, 13.6, -7.5, 0.9, 26.8, 3.6, -7.1
- CC(C)(C)c1ccc(CSc2nnc(-c3ccccn3)n2Cc2ccco2)cc1
 : 32.5, -79.3, -21.3, 3.8, -1.7, 2.6, -7.6, -0.5
- CN(C)CCCNc1oc(-c2ccc(Cl)cc2)nc1S(=O)(=O)c1ccccc1
 : 39.3, -12.6, -13.0, -16.8, -3.4, 16.0, 21.2, 1.4
- Cc1ccc(C)c(NC(=S)NC2CC3CCC(C2)N3Cc2ccco2)c1 (centres undefined)
 : -5.3, -10.5, 2.8, -0.5, -6.1, 75.8*, 0.7, -3.4
- O=C(Nc1ncc(S(=O)(=O)c2ccc([N+](=O)[O-])cc2)s1)c1ccc2ccccc2c1
 : 22.2, -2.6, 7.2, -0.6, 1.2, 19.6, -10.1, -13.2
- Cc1nc(SCC(=O)Nc2cc(C)on2)c2c3c(sc2n1)CCCC3
 : -1.8, -3.5, 15.2, -1.6, -56.3, 4.0, -4.2, 8.6
- COCCOCCOCCC(=O)NC1CC2CCC1(C)C2(C)C (centres undefined)
 : -9.6, 20.3, 4.5, 2.1, 0.8, -2.7, 5.8, -11.0
- COc1ccc(N/C(C)=C/C(=O)c2ccccc2)cc1
 : 6.8, -81.1, -116.0, -10.4, -0.3, -75.0, 7.4, -8.6
- CSc1nccc(-c2c(-c3ccc(Cl)cc3)noc2C)n1
 : 11.5, -11.6, 2.3, -4.2, -2.0, 7.6, 5.0, -0.9
- O=C(CCc1ccccc1)Nc1ccc(N2CCCCC2)cc1
 : -3.9, -20.3, -43.9, -13.9, -4.9, -38.7, 14.0, 4.3
- Cc1noc(C)c1CSCC(=O)Nc1nc2ccccc2s1
 : 3.9, -22.0, 9.1, -5.8, 4.8, -6.9, 2.7, 0.4
- COc1ccccc1NC(=S)N1CCN(Cc2ccc3c(c2)OCO3)CC1
 : 2.5, 13.0, -0.3, -1.4, 0.2, -4.6, 5.0, -7.4

697 NFkB inh, entries above that show a hit
mol,697 NFkB inh,Jurkat NFkB inh,SENP7 block,UBC13 polyUb,HKDC1 inh
Cc1ccc(-c2nsc3c(N4CCC(C(N)=O)CC4)ncnc23)cc1,77.6*,-91.5,1.7,10.8,-4.0
